# LANA DNA inh = inhibitors of KSHV C-LANA binding to DNA, primary screen, biochemical, fluorescence polarization, FAM-LBS DNA, MBP-C-LANA, single point | Kaposi's sarcoma herpesvirus LANA C-terminal domain (residues 932-1162) DNA binding | inhibition, % at 9 µM | actives 0.078% (n = 340,000) | AID 504423, 2011;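 active means highest replicate inhibition at or above 60% at 9 µM, even if other replicates fall short; inactive means all replicates below 60% inhibition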;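 further: 0% = neutral control wells and 100% = 4 µM acridine orange control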
# HTR5A ag = HTR5A agonists in luminescence cell assay, primary screen, counter-screen for OPRM1-OPRD1 heterodimer agonist project, full-deck HTS. 5-hydroxytryptamine receptor 5A (Homo sapiens), P47898. cell-based. activation, % at 9.3 µM. actives 0.61% (n = 340,000). AID 504692, 2011; in the data active means activation mostly above about 9.5%, no sharp cut-off; inactive means mostly below about 7.6%;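 further: 0% = cells with vehicle only and 100% = reference agonist; strong numbers were not always called active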
# Target sequence (P47898 whole entry, looked up): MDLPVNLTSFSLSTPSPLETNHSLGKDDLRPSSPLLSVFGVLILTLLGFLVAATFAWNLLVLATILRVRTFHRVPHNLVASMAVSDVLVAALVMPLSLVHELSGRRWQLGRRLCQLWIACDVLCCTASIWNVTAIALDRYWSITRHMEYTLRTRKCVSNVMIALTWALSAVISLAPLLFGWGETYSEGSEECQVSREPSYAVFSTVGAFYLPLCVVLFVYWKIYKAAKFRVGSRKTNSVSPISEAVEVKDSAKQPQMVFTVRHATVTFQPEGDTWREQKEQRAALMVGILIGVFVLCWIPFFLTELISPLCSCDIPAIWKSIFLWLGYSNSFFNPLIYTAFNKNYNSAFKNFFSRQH
# RTF Ca sens act = cardiac RTF calcium sensitivity activators, primary screen, biochemical, IANBD-TnC fluorescence, EC20 calcium | AID 493008, 2010 | activation, % at 7.2 µM | IANBD-labeled TnC RTF fluorescence at EC20 calcium; 0% EC20 calcium, 100% full calcium | actives 0.24% (n = 340,000);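 active means activation above the mean over all tested compounds plus 3 SD, cut at about 30% in these data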;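 further: rise in fluorescence read as greater calcium sensitivity of cardiac thin filaments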
# OPRM1-OPRD1 ag = agonists of OPRM1-OPRD1 heterodimerization, primary screen, cell-based, luminescence | actives 0.3% (n = 340,000) | AID 504326, 2011 | activation, % at 9.3 µM | cells; in the data active means activation above about 18%;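 further: 0% = vehicle-treated cells and 100% = reference agonist; values of inactives mirror those of a sister screen read the other way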
# HTR5A inv ag = HTR5A inverse agonists in luminescence cell assay, primary screen, counter-screen for OPRM1-OPRD1 heterodimer inverse agonist project, full-deck HTS. 5-hydroxytryptamine receptor 5A (Homo sapiens), P47898. HTR5A cell line, inverse agonism. inhibition, % at 9.3 µM. actives 0.083% (n = 340,000). AID 504634, 2011; in the data active means inhibition mostly above about 23%, no sharp cut-off; inactive means mostly below about 18%;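 further: 0% = cells with DMSO and 100% = no-cell wells with DMSO; some compounds called inactive have numbers as strong as hits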
# CAL-PDZ inh HTS = untagged CAL PDZ binding inhibitors, primary screen, biochemical, fluorescence polarization, HTS; Golgi-associated PDZ and coiled-coil motif-containing protein (Homo sapiens), Q9HD26; purified CAL PDZ, TMR-peptide fluorescence polarization, 1 h; inhibition, % at 24.9 µM; actives 0.92% (n = 300,000); AID 602252, 2012;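 active means mean inhibition of at least 30% with at least half of replicates also reaching 30%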;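 further: 0% = DMSO neutral control and 100% = excess unlabeled competitor peptide PRC23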
# V-ATPase pH = regulators of yeast V-ATPase proton pumping, primary screen, pHLuorin cytosolic pH fluorescence; S. cerevisiae; response, % at 10 µM; actives 0.37% (n = 350,000); AID 504577, 2011; in the data active means response mostly above about 7.3%, no sharp cut-off; inactive means mostly below about 5.4%; further: actives read high; inactives centre near 0; some compounds called inactive have numbers as strong as hits; reference of the scale not given here
# MOR-DOR inv ag = inverse agonists of MOR-DOR heterodimerization, primary screen, cell-based, luminescence; Mu-type opioid receptor (Homo sapiens) + Delta-type opioid receptor (Homo sapiens), …; cell-based MOR-DOR heterodimer luminescence, inverse agonism; inhibition, % at 9.3 µM; AID 504357, 2011; actives 0.21% (n = 340,000); in the data active means inhibition above about 22%, passing the limit was not always enough;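 further: 0% = cells with DMSO and 100% = wells without cells with DMSO; values of inactives mirror those of a sister screen read the other way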
# Keap1 Nrf2 FP = Keap1-Nrf2 protein-protein interaction inhibitors, primary screen, biochemical, fluorescence polarization, single point; actives 0.15% (n = 340,000); Kelch-like ECH-associated protein 1 (Homo sapiens), Q14145; inhibition, % at 9.4 µM; Keap1 Kelch-Nrf2 peptide fluorescence polarization, 1536-well; in the data active means inhibition above about 12%;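 further: human Keap1 Kelch domain with fluorescein labeled Nrf2 9mer peptide probe; 0% = neutral control wells and 100% = peptide positive control; higher means more block of Keap1 binding to Nrf2 peptide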
# Target sequence (Q14145 whole entry, looked up, the tested form may be a part): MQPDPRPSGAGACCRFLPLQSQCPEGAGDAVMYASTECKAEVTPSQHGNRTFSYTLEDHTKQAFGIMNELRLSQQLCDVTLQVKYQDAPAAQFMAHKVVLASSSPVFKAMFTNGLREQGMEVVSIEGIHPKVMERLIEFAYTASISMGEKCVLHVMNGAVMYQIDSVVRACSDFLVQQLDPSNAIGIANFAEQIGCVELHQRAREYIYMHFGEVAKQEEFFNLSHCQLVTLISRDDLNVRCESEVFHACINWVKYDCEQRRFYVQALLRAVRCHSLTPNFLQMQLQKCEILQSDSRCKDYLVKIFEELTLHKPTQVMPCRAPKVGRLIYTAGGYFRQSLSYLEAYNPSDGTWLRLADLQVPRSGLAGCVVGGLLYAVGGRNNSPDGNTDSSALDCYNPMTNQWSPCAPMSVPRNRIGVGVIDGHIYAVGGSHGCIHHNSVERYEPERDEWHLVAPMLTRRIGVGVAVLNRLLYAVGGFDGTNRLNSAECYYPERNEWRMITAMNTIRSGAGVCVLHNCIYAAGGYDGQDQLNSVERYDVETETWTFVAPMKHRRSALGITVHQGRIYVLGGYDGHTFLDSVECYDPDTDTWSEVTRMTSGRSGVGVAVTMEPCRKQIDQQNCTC
# Cardiac RTF inh = cardiac RTF calcium sensitivity inhibitors, primary screen, biochemical, IANBD-TnC fluorescence, EC70 calcium; IANBD-labeled cardiac RTF, Ca2+ fluorescence; inhibition, % at 7.15 µM; actives 0.12% (n = 340,000);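 active means inhibition above the mean inhibition of all tested compounds plus 3 SD, cut at about 17% in these data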;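 further: assay run at fixed EC70 calcium of 1.6 mM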
# * = called active by the depositor; . = not tested or not shown.
SMILES,LANA DNA inh,HTR5A ag,RTF Ca sens act,OPRM1-OPRD1 ag,HTR5A inv ag,CAL-PDZ inh HTS,V-ATPase pH,MOR-DOR inv ag,Keap1 Nrf2 FP,Cardiac RTF inh
CCOC(=O)C(C)NC(=O)CCc1nnc2ccc(N3CCCCC3)nn12 (stereo unspecified),0.4,5.0,5.0,-3.2,-19.6,-0.6,3.2,15.1,1.4,-2.2
CCCCCC(=O)NC(=S)NC1C2CC3CC(C2)CC1C3 (stereo unspecified),-0.7,-2.7,-5.4,1.3,7.1,-4.0,-1.9,-6.4,1.3,-5.9
COc1cccc(NC2C=CS(=O)(=O)C2)c1 (stereo unspecified),-1.1,1.6,-2.7,-3.5,-13.6,-3.5,-2.0,14.6,0.3,0.3
O=C(O)c1cccc(Nc2ccncc2[N+](=O)[O-])c1,0.3,-4.3,-1.7,-3.1,16.0,-6.3,3.5,13.7,0.4,-4.8
O=C(CSc1nnc(-c2ccccn2)n1-c1ccc(Cl)cc1)Nc1ccc2c(c1)OCO2,1.6,1.0,0.3,2.0,-12.9,2.9,13.4,-11.2,-0.7,-2.7
Cc1cccc(NC(=O)CCS(=O)(=O)c2ccc(Cl)cc2)c1,-1.1,0.3,-0.9,-1.5,-1.3,-1.0,-0.2,8.8,-0.3,-1.3
COC(=O)C(C(=O)OC)c1ccc(NC(=O)c2cccc(Cl)c2)cc1,-0.4,1.1,11.2,2.3,12.2,0.0,-0.1,-11.0,-5.4,-21.3
O=C(Cn1cnc2ccccc2c1=O)NCC1COc2ccccc2O1 (stereo unspecified),-1.0,-6.7,0.7,0.3,17.0,-5.1,-6.3,-1.6,1.7,-10.1
CCCC(c1nnnn1Cc1ccccc1)N1CCC(C(N)=O)CC1 (stereo unspecified),2.5,0.6,1.5,1.5,17.2,-2.8,-0.1,-6.2,-4.6,-7.0
CC1CCC(NC(=O)CCn2ccc3cc(S(=O)(=O)N4CCCC4)ccc32)CC1 (stereo unspecified),3.1,0.3,-8.1,-0.8,15.2,.,3.9,4.3,0.2,-16.8
Cc1ccccc1NC(=O)N(CCc1nc2ccccc2[nH]1)Cc1ccccc1,-1.6,4.5,6.8,-1.3,-29.6,-2.0,11.5*,7.1,-5.0,-15.7
CC(C)OCCCNc1ncnc2c1nc1n2CCCC1,-0.3,0.9,0.6,1.2,-3.5,1.1,2.2,-5.9,0.5,-8.3
O=C(N[C@@H](Cc1ccc(O)cc1)C(=O)O)c1ccc(C(F)(F)F)cc1,0.8,-1.5,-1.4,-0.3,-10.3,-3.7,2.3,2.0,-2.8,4.5
CC(=O)NC(Cc1ccccc1)C(=O)NC1CCN(C(=O)NC2CCCCC2)CC1 (stereo unspecified),0.4,2.7,-1.4,-0.5,3.8,.,-1.1,2.5,-0.1,-7.4
C#CCOCCOCCOCCNc1nc(N2CCN(C(=O)[C@H]([C@@H](C)CC)n3cc(CCCN=C(N)N)nn3)CC2)nc(N2CCN(C(=O)[C@H](CCCCN)n3cc(CCCC)nn3)CC2)n1,0.4,7.7,-2.4,-3.3,-20.6,-0.7,2.2,19.0,0.6,-0.9
CCN(CC1CCCN(CCc2cccc(F)c2)C1)C(=O)c1cc2ccccc2o1 (stereo unspecified),-1.0,1.8,1.4,0.6,-6.9,-9.6,1.1,-3.0,-1.9,-8.5
Cc1ccc(C)c(OCC(=O)Nc2ccccc2C(=O)NC2CC2)c1,-1.3,-1.1,2.3,-2.9,-16.4,0.6,1.7,15.0,-6.8,-1.1
O=C1NC2c3ccccc3C(=O)N2c2c1cnn2-c1ccccc1 (stereo unspecified),-0.2,2.1,-6.9,-3.2,-14.3,.,0.8,13.4,-1.1,-1.0
Cc1ccc(O)c(C(=O)c2cnc3c(c2)COc2ccccc2-3)c1,-0.9,5.1,-3.7,0.5,0.5,1.6,2.0,-3.1,3.9,-5.6
Cc1cc(=O)[nH]c(-c2ccccc2)n1,2.9,-1.4,-2.6,0.3,0.0,-2.3,6.6,-1.5,-2.4,-9.5
O=c1[nH]c2ccccc2[nH]c1=O,1.9,5.0,2.9,-0.5,3.4,-0.5,0.4,2.7,-1.2,-15.7
CC(C)Oc1cccc(C(=O)NC(=S)NCc2cccnc2)c1,-4.1,0.9,3.5,-0.3,-8.0,-3.8,1.3,1.5,-0.1,0.4
CCC(/C=C1\Oc2ccc(OC)cc2N1C)=C\c1sc2ccccc2[n+]1CCCS(=O)(=O)[O-],0.9,-2.4,76.8*,0.2,4.9,-7.6,0.3,-1.1,-1.7,-11.0
c1ccc(-c2nnc3ccc(N4CCC5(CC4)OCCO5)nn23)cc1,0.3,-3.9,-2.5,-0.9,-19.4,-3.9,-2.5,5.1,-1.2,5.0
O=C(C=Cc1ccccn1)c1ccccc1O,-3.5,2.4,-3.5,-2.9,-9.3,4.1,11.1,12.7,-5.6,5.2
CC(=O)C1C(c2ccc(OC(F)F)cc2)NC(=O)NC1(O)C(F)(F)F (stereo unspecified),0.6,6.0,0.0,-0.1,-15.3,.,-3.8,0.7,1.4,-5.2
CCC(=O)OCC(=O)Nc1ncc(C(F)(F)F)cc1Cl,1.4,-0.3,-5.7,-3.1,1.0,-3.4,0.5,15.5,-1.3,-21.2
CCN(CC)C(=O)CSC1=C(C#N)C(c2cccs2)C=C(C)N1 (stereo unspecified),-0.4,3.0,-4.0,-0.5,-4.7,.,3.0,1.9,-5.7,-3.0
Cc1ccc(Oc2cc(-n3nc(C)cc3C)ncn2)cc1,-0.6,4.1,1.7,3.2,-10.7,-0.5,7.3,-15.8,-6.8,-4.7
CCn1c(SCC(=O)NC2CCCC2)nnc1-c1ccco1,-0.1,0.1,-5.6,-1.9,-0.3,-5.9,-2.0,13.9,3.1,-4.1

# Shown bar-delimited: part of the list above
mol | LANA DNA inh | HTR5A ag | RTF Ca sens act | OPRM1-OPRD1 ag | HTR5A inv ag | CAL-PDZ inh HTS | V-ATPase pH | MOR-DOR inv ag | Keap1 Nrf2 FP | Cardiac RTF inh
O=C(C=Cc1ccccn1)c1ccccc1O | -3.5 | 2.4 | -3.5 | -2.9 | -9.3 | 4.1 | 11.1 | 12.7 | -5.6 | 5.2
CC(=O)C1C(c2ccc(OC(F)F)cc2)NC(=O)NC1(O)C(F)(F)F (stereo unspecified) | 0.6 | 6.0 | 0.0 | -0.1 | -15.3 | . | -3.8 | 0.7 | 1.4 | -5.2
CCC(=O)OCC(=O)Nc1ncc(C(F)(F)F)cc1Cl | 1.4 | -0.3 | -5.7 | -3.1 | 1.0 | -3.4 | 0.5 | 15.5 | -1.3 | -21.2

# Continuation:
SMILES,LANA DNA inh,HTR5A ag,RTF Ca sens act,OPRM1-OPRD1 ag,HTR5A inv ag,CAL-PDZ inh HTS,V-ATPase pH,MOR-DOR inv ag,Keap1 Nrf2 FP,Cardiac RTF inh
CN(CC1CCOCC1)C(=O)CC1C(=O)NCCN1Cc1ccc(F)c(F)c1 (stereo unspecified),1.3,-0.4,0.1,-3.0,5.0,2.6,-1.8,15.4,-6.2,-3.0
Cc1cccc(NS(=O)(=O)c2cc3c4c(c2)CCN4C(=O)CC3)c1C,-0.4,1.2,-5.5,-2.0,-7.8,-3.8,-1.6,12.8,1.9,-1.5
Cn1c(N)c(C(=O)c2ccc(Cl)c(S(=O)(=O)N3CCCCCC3)c2)c(=O)n(C)c1=O,0.0,-5.2,4.5,-0.4,8.7,2.7,4.7,1.5,3.4,8.7
Cc1ccc(CNC(=O)c2ccc3c(=O)c(O)c(-c4ccc(C)cc4)[nH]c3c2)cc1,1.8,0.2,-2.8,5.7,-0.5,-1.4,-0.9,-33.0,2.8,-2.5
COc1ccc(NC(=O)CN(C)C(=O)COc2ccccc2Cc2ccccc2)cc1,-1.5,-2.1,4.7,-1.6,5.1,2.5,0.6,6.9,-4.7,-4.8
Cn1cccc1C(=O)OCC(=O)NC(=O)c1ccc(Cl)cc1,-0.5,5.0,-4.8,0.7,-19.6,-4.1,2.2,-3.3,0.7,1.3
CC1(C)CC(=O)C2=C(C1)OC(N)=C(C#N)[C@@]21C(=O)N(CC(N)=O)c2ccccc21,0.1,0.8,-3.5,0.4,28.3,-1.7,-8.3,-2.3,3.7,-7.3
O=S1(=O)CCN2N=C(C3CC3)SC2=N1,-1.1,4.5,1.6,-2.2,-6.6,.,1.8,10.8,-1.3,-15.6
COc1ccc(CC(=O)NCCN2CCCC2)cc1,-0.5,7.0,10.3,-1.8,-5.1,-2.0,-3.2,10.7,-4.5,8.1
Cc1ccc2nc(NCCCO)[nH]c2c1,1.1,1.8,-3.2,0.5,-16.5,-0.3,-0.2,-2.8,-3.6,5.9
CCOC(=O)N1CCN(C(=O)COC(=O)CSc2ccc([N+](=O)[O-])cc2)CC1,0.6,2.8,-3.0,-1.9,5.2,-2.2,-0.9,11.8,2.3,-6.2
CCOc1ccc2[nH]c(=O)c(CN(Cc3nnnn3Cc3ccccc3)CC3CCCO3)cc2c1 (stereo unspecified),-0.9,4.6,4.7,-3.4,-25.7,-3.2,-0.5,15.7,-3.3,-1.4
O=C(O)c1ccc(-c2nnc(-c3ccccc3)o2)cc1,0.1,1.4,-3.0,-0.6,-4.9,7.8,-2.7,2.6,1.6,-4.4
COc1ccc(OC(=O)Cc2cccc3ccccc23)cc1,-0.2,1.8,-4.3,8.3,-5.3,.,-0.6,-41.4,-3.1,-9.9
COc1ccc(OC)c(C2C3=C(CCCC3=O)Nc3nnnn32)c1 (stereo unspecified),0.1,9.5,7.8,-4.4,-27.2,-2.9,2.4,19.9,-7.2,-1.5
CC1(C)CC(CCN)(Cc2ccccc2Cl)CCO1 (stereo unspecified),-1.1,-4.1,3.5,-0.1,-13.7,.,-1.3,0.4,-5.9,1.1
COc1ccc(NC(=S)NC(C)c2ccncc2)cc1OC (stereo unspecified),-0.7,4.1,4.1,-2.4,-6.5,.,-2.0,13.1,-1.4,-0.4
O=C(CSc1nnnn1C1CCCC1)Nc1ccccc1N1CCOCC1,0.3,-5.0,11.3,-3.5,13.8,0.7,0.5,16.1,-3.4,-7.7
O=C(Nc1cccc2ccccc12)C(=O)C1C(=O)Nc2ccccc21 (stereo unspecified),-0.7,-3.3,-6.0,-2.0,9.5,-1.4,1.9,10.8,0.7,0.5
CCc1nnc(NC(=O)CSc2nnc(-c3ccc(S(=O)(=O)N4CCCC4)cc3)n2CC)s1,0.2,-0.6,5.2,-1.2,1.7,-1.5,1.4,5.2,-7.1,-6.9
OCC[C@@H]1C[C@H](O)[C@@H](O)[C@@]2(CCc3ccccc3CO2)O1,2.2,11.9,-12.6,1.4,18.8,-1.1,-3.6,-7.7,-0.8,-4.3

# Screens from PubChem BioAssay.
